High-throughput results deposited in PubChem BioAssay by Broad Institute.
NSD2 block: NSD2 (human) methyltransferase inhibition. NSD2-SET H3K36me1 DELFIA fluorescence, biochemical. inhibition, % at 12.5 µM. 0.07% of 44,000 active. AID 624260; in the data active = inhibition above about 54%, passing the limit was not always enough; inconclusive = no clear call, values can overlap the other calls;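 note: inhibitors reduce the monomethyl H3K36 fluorescence signal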
Target sequence (O96028 whole entry, looked up): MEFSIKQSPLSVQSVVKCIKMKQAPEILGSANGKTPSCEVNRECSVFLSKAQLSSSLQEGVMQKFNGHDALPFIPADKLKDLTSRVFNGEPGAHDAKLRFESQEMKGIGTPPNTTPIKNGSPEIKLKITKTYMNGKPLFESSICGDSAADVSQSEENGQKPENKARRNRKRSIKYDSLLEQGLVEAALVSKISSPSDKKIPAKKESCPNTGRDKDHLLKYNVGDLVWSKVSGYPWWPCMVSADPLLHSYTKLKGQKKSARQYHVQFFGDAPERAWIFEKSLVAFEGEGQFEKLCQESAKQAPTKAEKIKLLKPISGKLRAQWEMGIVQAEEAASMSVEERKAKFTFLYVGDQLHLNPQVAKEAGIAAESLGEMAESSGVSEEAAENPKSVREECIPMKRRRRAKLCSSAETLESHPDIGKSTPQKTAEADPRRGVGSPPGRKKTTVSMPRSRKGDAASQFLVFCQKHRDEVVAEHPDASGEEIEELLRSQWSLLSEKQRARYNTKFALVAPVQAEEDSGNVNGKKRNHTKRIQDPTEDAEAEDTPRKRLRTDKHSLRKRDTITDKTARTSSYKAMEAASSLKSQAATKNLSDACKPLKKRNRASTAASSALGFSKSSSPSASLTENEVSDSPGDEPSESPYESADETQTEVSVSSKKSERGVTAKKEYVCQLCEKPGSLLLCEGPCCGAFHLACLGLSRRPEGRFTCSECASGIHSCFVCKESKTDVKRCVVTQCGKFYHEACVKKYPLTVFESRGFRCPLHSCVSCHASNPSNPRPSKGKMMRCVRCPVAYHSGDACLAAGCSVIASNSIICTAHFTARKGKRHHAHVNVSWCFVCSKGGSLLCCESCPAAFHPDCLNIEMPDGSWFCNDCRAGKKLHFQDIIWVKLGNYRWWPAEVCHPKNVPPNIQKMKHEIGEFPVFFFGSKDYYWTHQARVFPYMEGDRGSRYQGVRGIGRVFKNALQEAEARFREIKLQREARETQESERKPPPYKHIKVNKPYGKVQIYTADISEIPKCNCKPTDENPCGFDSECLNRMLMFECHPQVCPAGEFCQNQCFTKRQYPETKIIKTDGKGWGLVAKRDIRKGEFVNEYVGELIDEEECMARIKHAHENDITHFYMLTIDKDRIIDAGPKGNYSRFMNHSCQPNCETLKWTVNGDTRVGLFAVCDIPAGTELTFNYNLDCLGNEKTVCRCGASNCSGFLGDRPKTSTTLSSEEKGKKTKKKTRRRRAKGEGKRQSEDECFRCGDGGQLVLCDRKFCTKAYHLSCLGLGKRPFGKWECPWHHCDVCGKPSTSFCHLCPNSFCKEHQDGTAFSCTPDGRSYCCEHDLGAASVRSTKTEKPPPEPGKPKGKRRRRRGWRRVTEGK
* marks the source's active call; other numbers are inactive results; u = inconclusive. An excerpt (hit frequency here may not be typical).

SMILES	NSD2 block
C[C@@H]1O[C@@H](O[C@@H]2[C@@H](O)[C@H](O[C@@H]3[C@@H](O)[C@@H](O)[C@H](O[C@H]4[C@H](OC(=O)[C@]56CCC(C)(C)C[C@H]5C5=CCC7[C@@]8(C)C[C@H](O)[C@H](O[C@@H]9O[C@H](C(=O)O)[C@@H](O)[C@H](O)[C@H]9O)[C@@](C)(CO)C8[C@H](O)C[C@@]7(C)[C@]5(C)C[C@H]6O)O[C@@H](CO)[C@@H]4O)O[C@H]3C)OC[C@H]2O)[C@H](O)[C@H](O)[C@H]1O (stereo partly drawn)	74*
C[C@H](CO)N1C[C@H](C)[C@H](CN(C)C(=O)Nc2ccccc2)Oc2ccc(N(C)C)cc2CC1=O	1
C[C@H]1CN([C@@H](C)CO)C(=O)c2cc(NC(=O)Nc3ccc(F)cc3)ccc2O[C@@H]1CN(C)CC1CC1	2
CN(C)CC(=O)Nc1ccc2c(c1)[C@H]1C[C@H](CC(=O)NCc3cccnc3)O[C@H](CO)[C@H]1O2	6
C[C@@H]1CCCCO[C@H](CN(C)C(=O)Nc2ccc(C(F)(F)F)cc2)[C@H](C)CN([C@@H](C)CO)C(=O)c2cc(NS(=O)(=O)c3ccc(Cl)cc3)ccc2O1	-5
C[C@@H]1CCCCO[C@@H](CN(C)Cc2ccncc2)[C@@H](C)CN([C@@H](C)CO)C(=O)c2cc(NS(C)(=O)=O)ccc2O1	1
COc1ccc(NC(=O)N(C)C[C@@H]2Oc3ccc(NC(=O)C4CCCCC4)cc3CC(=O)N([C@H](C)CO)C[C@@H]2C)cc1	6
C[C@H]1CN([C@@H](C)CO)C(=O)c2cccc(NC(=O)c3cnccn3)c2O[C@H]1CN(C)C(=O)Nc1ccc(C(F)(F)F)cc1	1
C[C@@H]1CN([C@@H](C)CO)C(=O)c2cc(NC(=O)Nc3ccc(C(F)(F)F)cc3)ccc2O[C@@H](C)CCCCO[C@@H]1CN(C)S(=O)(=O)c1cn(C)cn1	-9
CC(C)(O)CCC(=O)C(C)(O)C1C(O)CC2(C)C3CC=C4C(CC(O)C(OC5OC(CO)C(O)C(O)C5O)C4(C)C)C3(C)C(=O)CC12C (stereo not drawn)	0
COC(=O)c1ccccc1O[C@@H]1O[C@H](CO[C@@H]2OC[C@@H](O)[C@H](O)[C@H]2O)[C@@H](O)[C@H](O)[C@H]1O	25
C[C@H](CO)N1C[C@H](C)[C@H](CN(C)S(=O)(=O)c2cccs2)Oc2ccc(NC(=O)Nc3cccc4ccccc34)cc2CC1=O	-4
COc1cccc(NC(=O)N[C@@H]2C=C[C@@H](CC(=O)NCc3ccncn3)O[C@H]2CO)c1	3
C[C@H](CO)N1C[C@H](C)[C@@H](CN(C)S(C)(=O)=O)OCCCC[C@H](C)Oc2ccc(NS(=O)(=O)c3ccc(Cl)cc3)cc2C1=O	-3
O=C(NO)c1cccc(C(=O)N/N=C/c2ccc([N+](=O)[O-])c(O)c2)c1	-2
C[C@@H]1CCCCO[C@H](CN(C)C(=O)Nc2ccc(C(F)(F)F)cc2)[C@H](C)CN([C@H](C)CO)C(=O)c2cc(NS(=O)(=O)c3ccc(Cl)cc3)ccc2O1	-6
CC(C)NC(=O)N(C)C[C@@H]1Oc2ccc(NS(=O)(=O)c3ccccc3)cc2CC(=O)N([C@H](C)CO)C[C@H]1C	1
C[C@H]1CN([C@@H](C)CO)C(=O)CCCn2nncc2CO[C@@H]1CN(C)C(=O)Nc1cccc(C(F)(F)F)c1	0
C[C@@H]1CN([C@H](C)CO)C(=O)c2cc(NC(=O)Nc3ccccc3)ccc2O[C@@H]1CN(C)Cc1ccc(C(=O)O)cc1	6
O=C(NC1CCCCC1)N[C@@H]1CC[C@H](CC(=O)N2CCOCC2)O[C@H]1CO	0

Four structures already listed, arranged by heavy-atom count, falling:
SMILES	NSD2 block
C[C@@H]1CCCCO[C@H](CN(C)C(=O)Nc2ccc(C(F)(F)F)cc2)[C@H](C)CN([C@H](C)CO)C(=O)c2cc(NS(=O)(=O)c3ccc(Cl)cc3)ccc2O1	-6
C[C@H](CO)N1C[C@H](C)[C@H](CN(C)S(=O)(=O)c2cccs2)Oc2ccc(NC(=O)Nc3cccc4ccccc34)cc2CC1=O	-4
C[C@H](CO)N1C[C@H](C)[C@@H](CN(C)S(C)(=O)=O)OCCCC[C@H](C)Oc2ccc(NS(=O)(=O)c3ccc(Cl)cc3)cc2C1=O	-3
C[C@@H]1CN([C@H](C)CO)C(=O)c2cc(NC(=O)Nc3ccccc3)ccc2O[C@@H]1CN(C)Cc1ccc(C(=O)O)cc1	6

The listing continues:
SMILES	NSD2 block
Cc1noc(C)c1NC(=O)N(C)C[C@H]1Oc2ncc(C#CC(C)C)cc2C(=O)N([C@H](C)CO)C[C@@H]1C	3
COCC(=O)N(C)C[C@@H]1Oc2cc(C#CCC3CCCC3)ccc2S(=O)(=O)N([C@@H](C)CO)C[C@H]1C	3
Cc1noc(C)c1S(=O)(=O)Nc1ccc2c(c1)C(=O)N([C@@H](C)CO)C[C@H](C)[C@@H](CN(C)C(=O)Nc1ccc3c(c1)OCO3)OCCCC[C@H](C)O2	0
C[C@@H]1CN([C@H](C)CO)C(=O)Cc2cc(NC(=O)Cn3cnnn3)ccc2O[C@@H]1CN(C)S(=O)(=O)c1ccccc1	3
C/C=C/c1ccc2c(c1)O[C@H](CN(C)C(=O)Cc1ccccn1)[C@H](C)CN([C@@H](C)CO)S2(=O)=O	-7
C[C@@H]1CCCCO[C@H](CN(C)S(=O)(=O)c2cn(C)cn2)[C@@H](C)CN([C@H](C)CO)C(=O)c2cc(NC(=O)Nc3ccccc3)ccc2O1	-2
CC(C)C#Cc1cnc2c(c1)C(=O)N([C@H](C)CO)C[C@@H](C)[C@H](CN(C)Cc1ccc3c(c1)OCO3)O2	0
COCC#Cc1ccc2c(c1)O[C@H](CN(C)Cc1cccnc1)[C@@H](C)CN([C@@H](C)CO)S2(=O)=O	4
CC(C)CC#Cc1ccc2c(c1)O[C@H](CN(C)C(=O)c1ccncc1)[C@H](C)CN([C@@H](C)CO)S2(=O)=O	0
C[C@H](CO)N1C[C@H](C)[C@H](CN(C)Cc2ccc(C(=O)O)cc2)Oc2ccc(NC(=O)NC3CCCCC3)cc2C1=O	0
COc1ccc(NC(=O)N(C)C[C@@H]2Oc3cc(C#CCN(C)C)ccc3S(=O)(=O)N([C@H](C)CO)C[C@@H]2C)cc1	-3
CCCC#Cc1ccc2c(c1)O[C@@H](CN(C)Cc1cncnc1)[C@@H](C)CN([C@@H](C)CO)S2(=O)=O	-1
C[C@@H]1CN([C@@H](C)CO)C(=O)c2cc(NC(=O)Nc3cccc4ccccc34)ccc2O[C@@H](C)CCCCO[C@@H]1CN(C)S(=O)(=O)c1ccc(F)cc1	-2
O=S(=O)(N[C@@H]1CCCN(Cc2cccc(OCCO)c2)C1)c1cccc(F)c1	-1
Cc1ccc(S(=O)(=O)N(C)C[C@@H]2OCCCC[C@@H](C)Oc3ccc(NS(=O)(=O)c4cccs4)cc3C(=O)N([C@@H](C)CO)C[C@H]2C)cc1	-6
C[C@@H]1CN([C@H](C)CO)C(=O)c2cc(NS(=O)(=O)c3cccs3)ccc2O[C@@H]1CN(C)C(=O)Nc1ccc(C(F)(F)F)cc1	27
C[C@H]1CCCCO[C@H](CN(C)C(=O)Nc2cccc3ccccc23)[C@@H](C)CN([C@@H](C)CO)C(=O)c2cc(NS(=O)(=O)c3ccc(F)cc3)ccc2O1	26
C[C@H]1CN([C@@H](C)CO)S(=O)(=O)c2ccc(C#Cc3ccncc3)cc2O[C@@H]1CN(C)C(=O)c1ccncc1	-2
CC(C)NC(=O)N(C)C[C@@H]1OCCCC[C@H](C)Oc2ccc(NS(=O)(=O)c3ccc(Cl)cc3)cc2C(=O)N([C@H](C)CO)C[C@@H]1C	-3
C[C@H]1CN([C@@H](C)CO)C(=O)c2cc(NC(=O)NC3CCCCC3)ccc2O[C@@H]1CN(C)Cc1ccc(-c2ccccc2)cc1	-2
C[C@@H]1CN([C@H](C)CO)C(=O)Cc2cc(NC(=O)C3CCCCC3)ccc2O[C@H]1CN(C)S(C)(=O)=O	1
C[C@@H]1CN([C@H](C)CO)C(=O)c2cc(C#Cc3ccccn3)cnc2O[C@@H]1CN(C)CC1CCCC1	0
C[C@@H]1CN([C@H](C)CO)C(=O)c2cc(NC(=O)Nc3cccc4ccccc34)ccc2O[C@H]1CN(C)Cc1ccc(-c2ccccc2)cc1	-2
O=C(NO)c1ccc(C(=O)N/N=C/c2ccc(Br)o2)cc1	3
COc1ccc(CN(C)C[C@H]2Oc3ccc(NC(=O)Nc4ccc(C(F)(F)F)cc4)cc3C(=O)N([C@@H](C)CO)C[C@H]2C)cc1	7
CC(/C=C/C(=O)NO)=C\c1cccc(OCc2ccc(-c3ccncc3)cc2)c1	1
CCCCCN(CCCCC)C(=O)C(CCC(=O)O)NC(=O)c1ccc(Cl)c(Cl)c1 (stereo not drawn)	-2
C[C@@H]1CN([C@H](C)CO)C(=O)c2cc(NS(=O)(=O)c3cccs3)ccc2O[C@@H]1CN(C)Cc1ccc(C(=O)O)cc1	0
COc1ccc(C#Cc2ccc3c(c2)O[C@H](CN(C)C(=O)c2ccccn2)[C@@H](C)CN([C@H](C)CO)S3(=O)=O)cc1	0
C[C@H](CO)N1C[C@H](C)[C@@H](CN(C)C(=O)c2ccncc2)OCCCC[C@H](C)Oc2ccc(NS(=O)(=O)c3ccccc3)cc2C1=O	-107
C[C@H](CO)N1C[C@H](C)[C@@H](CN(C)S(=O)(=O)c2ccc(-c3ccccc3)cc2)OCc2cnnn2CCCC1=O	3
C=CC[C@@]1(C(=O)NCCCOC)N=C(c2ccc(OCCCO)cc2)O[C@@H]1c1ccccc1	-3
Cc1ccc(-c2ccc3c(c2)O[C@@H](CN(C)Cc2cccnc2)[C@@H](C)CN([C@@H](C)CO)S3(=O)=O)cc1	-6
C[C@H]1CN([C@@H](C)CO)S(=O)(=O)c2ccc(-c3ccc(C(=O)N(C)C)cc3)cc2O[C@H]1CN(C)C(=O)Cc1ccccn1	-6
C[C@H]1CN([C@@H](C)CO)C(=O)Cc2cc(NC(=O)Nc3ccccc3)ccc2O[C@@H]1CN(C)Cc1ccc(Oc2ccccc2)cc1	-7
C[C@H]1CN([C@@H](C)CO)C(=O)Cc2cc(NC(=O)NC3CCCCC3)ccc2O[C@@H]1CN(C)CC1CCCCC1	-4
C[C@@H]1CN([C@@H](C)CO)S(=O)(=O)c2ccc(-c3ccccc3F)cc2O[C@@H]1CN(C)C	6
CCC(=O)N(C)C[C@H]1Oc2cc(-c3cccc(C#N)c3)ccc2S(=O)(=O)N([C@H](C)CO)C[C@@H]1C	2
COc1ccc(C#Cc2cnc3c(c2)C(=O)N([C@H](C)CO)C[C@@H](C)[C@@H](CN(C)C(=O)CN(C)C)O3)cc1	10
C[C@H]1CCCCO[C@@H](CN(C)CC2CCCCC2)[C@@H](C)CN([C@@H](C)CO)C(=O)c2cc(NS(=O)(=O)c3cn(C)cn3)ccc2O1	1
c1ccc(-c2ncc(CN3CCN(c4ccccn4)CC3)[nH]2)cc1	1
C[C@H](CO)N1C[C@H](C)[C@@H](CN(C)Cc2cccnc2)Oc2ncc(C3=CCCCC3)cc2C1=O	0
C[C@H]1CN([C@@H](C)CO)C(=O)Cc2cc(NC(=O)C3CC3)ccc2O[C@@H]1CN(C)S(C)(=O)=O	1
C[C@@H]1CN([C@H](C)CO)C(=O)CCCn2nncc2CO[C@@H]1CN(C)C(=O)c1ccccc1	1
Cc1noc(C)c1S(=O)(=O)N(C)C[C@@H]1OCCCC[C@H](C)Oc2ccc(NS(=O)(=O)c3ccccc3)cc2C(=O)N([C@H](C)CO)C[C@H]1C	1
C[C@@H]1CN([C@H](C)CO)C(=O)c2cccc(NC(=O)CCCCCC(=O)Nc3ccccc3N)c2O[C@H]1CN(C)C(=O)Nc1ccc(C(F)(F)F)cc1	-6
C[C@H](CO)N1C[C@H](C)[C@@H](CN(C)C(=O)Nc2ccc(F)cc2)Oc2c(NC(=O)c3cnccn3)cccc2C1=O	-1
C[C@@H]1CN([C@@H](C)CO)C(=O)Cc2cc(NC(=O)C3CCCCC3)ccc2O[C@H]1CN(C)S(=O)(=O)c1ccc(F)cc1	2
O=C(CCc1ccc(O)cc1)CC(CCc1ccc(O)cc1)O[C@@H]1O[C@H](CO)[C@@H](O)[C@H](O)[C@H]1O (stereo partly drawn)	18
C[C@H](CO)N1C[C@H](C)[C@H](CN(C)C(=O)NC2CCCCC2)Oc2ccc(NS(C)(=O)=O)cc2C1=O	4
COCC#Cc1ccc2c(c1)O[C@H](CN(C)Cc1ccncc1)[C@H](C)CN([C@@H](C)CO)S2(=O)=O	u
C[C@H]1CN([C@@H](C)CO)C(=O)c2cc(C#CC3(O)CCCC3)cnc2O[C@H]1CN(C)C(=O)Cc1ccccc1	-4
C[C@H](CO)N1C[C@H](C)[C@@H](CN(C)Cc2ccc(C(=O)O)cc2)Oc2ccc(NS(=O)(=O)c3ccccc3)cc2CC1=O	2
C[C@@H]1CN([C@H](C)CO)C(=O)c2cc(NC(=O)Nc3ccc(C(F)(F)F)cc3)ccc2O[C@@H](C)CCCCO[C@@H]1CN(C)Cc1ccc(C(F)(F)F)cc1	-6
COC(=O)CCCCCCC(=O)N/N=C/C1(NC(=O)OC(C)(C)C)CCCC1	-6
CC(C)NC(=O)N(C)C[C@@H]1OCCCC[C@@H](C)Oc2ccc(N(C)C)cc2C(=O)N([C@@H](C)CO)C[C@H]1C	u
CC(=O)N(C)C[C@H]1Oc2cc(-c3ccc(C#N)cc3)ccc2S(=O)(=O)N([C@@H](C)CO)C[C@H]1C	-1
Cc1noc(C)c1NC(=O)N(C)C[C@H]1Oc2ccc(NS(=O)(=O)c3ccc(F)cc3)cc2C(=O)N([C@@H](C)CO)C[C@@H]1C	-8
